# ERAP1 HTS inh = inhibitors of human ERAP1 aminopeptidase; recombinant ERAP1, Leu-AMC fluorescence, 60 min; 340,000 compounds, 0.15% hits; inhibition, % at 10.7 µM;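 active = mean replicate inhibition of at least 30%, or all replicates individually reaching that 30% level; inactive = mean below 30% and not every replicate reaching it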;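 note: 0% = neutral control wells and 100% = L-leucinethiol positive control wells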
# Target sequence (Q9NZ08 whole entry, looked up): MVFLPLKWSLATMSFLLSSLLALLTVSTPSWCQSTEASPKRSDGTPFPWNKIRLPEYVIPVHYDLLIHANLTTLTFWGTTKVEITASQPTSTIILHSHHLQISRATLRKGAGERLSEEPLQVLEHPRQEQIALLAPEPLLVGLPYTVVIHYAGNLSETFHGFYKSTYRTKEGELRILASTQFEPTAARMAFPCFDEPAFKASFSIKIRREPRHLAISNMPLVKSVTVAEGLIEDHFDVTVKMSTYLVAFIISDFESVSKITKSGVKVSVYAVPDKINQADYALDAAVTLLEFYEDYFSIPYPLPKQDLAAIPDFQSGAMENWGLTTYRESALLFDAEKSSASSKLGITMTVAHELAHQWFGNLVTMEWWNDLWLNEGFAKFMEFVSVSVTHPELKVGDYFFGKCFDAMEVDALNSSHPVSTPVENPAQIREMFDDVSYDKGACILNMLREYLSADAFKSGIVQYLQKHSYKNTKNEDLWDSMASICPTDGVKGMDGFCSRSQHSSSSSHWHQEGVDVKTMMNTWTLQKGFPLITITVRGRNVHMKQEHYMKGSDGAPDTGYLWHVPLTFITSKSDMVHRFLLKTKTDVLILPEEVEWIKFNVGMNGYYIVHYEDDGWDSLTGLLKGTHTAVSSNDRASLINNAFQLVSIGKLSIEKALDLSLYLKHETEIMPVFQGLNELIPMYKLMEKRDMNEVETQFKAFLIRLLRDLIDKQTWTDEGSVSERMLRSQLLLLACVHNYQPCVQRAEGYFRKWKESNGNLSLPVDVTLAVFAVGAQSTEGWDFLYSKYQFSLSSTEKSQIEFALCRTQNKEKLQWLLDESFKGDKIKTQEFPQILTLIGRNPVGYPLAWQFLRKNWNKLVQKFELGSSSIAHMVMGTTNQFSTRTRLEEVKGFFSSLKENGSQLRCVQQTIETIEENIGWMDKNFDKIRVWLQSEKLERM
# PGC1a acetyl inh = modulators of PGC1a acetylation; 350,000 compounds, 0.17% hits; U2OS PGC1a acetylation, AlphaScreen anti-acetyl-lysine; with virally co-expressed GCN5 acetyltransferase; inhibition, % at 15.6 µM;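 active = every replicate shows inhibition of at least 40%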;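 note: 0% = neutral control wells and 100% = positive control wells; some results beyond the cut were filed as inactive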
# E-sel inducer = induces E-selectin expression in human endothelial cells | P16581 | HUVEC E-selectin immunofluorescence imaging; normalized: neutral wells 0, TNF-alpha wells 100 | activation, % at 7.58 µM | 260,000 compounds, 0.37% hits | AID 686992;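 active = mean E-selectin-positive cell signal at least 10% of the positive control, reached in at least 60% of replicates, without over 20% cell loss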;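 note: in these data hits start at about 27%; measured in HUVEC primary endothelial cells; signal is the percent of cells scored E-selectin positive by PE staining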
#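 Material: HUVEC primary endothelial cells; Amount: 3,000 cells per well; Dosing: single concentration; Medium: EGM-2 growth medium on 0.1% gelatin-coated wells; Read-out basis: percent E-selectin-positive cells; Signal: immunofluorescence imaging; Control set: TNF-alpha, DMSO.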
# miR122 inh = inhibitors of miR-122 in Huh7 cells; Huh7 miR-122 Renilla luciferase sensor, 48 h; neutral wells = 0, positive control = 100; activation (reporter increase), % at 12.5 µM; 340,000 compounds, 0.3% hits;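 active = mean replicate activation score at least 90 and every replicate individually at or above 90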;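 note: higher luciferase means less miR-122 activity so hits act as miR-122 inhibitors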
# Cneo AK release = causes C. neoformans cell lysis | 360,000 compounds, 0.2% hits | AID 651654 | adenylate kinase release luminescence, 4 h; normalised: neutral wells 0, clomiphene wells 100 | lysis activity, % at 15 µM;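 active = mean lysis activity across replicates of at least 80%, whatever share of replicates individually reach that level; inactive = mean lysis activity below 80%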
#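 Signal: Adenylate kinase release luminescence | Assay system: Log-phase Cryptococcus neoformans yeast cells | Input: Cells at 5 × 10^6 per mL | Buffer or medium: Fresh YPD growth medium | Compound: Single dose | Schedule: Static 4 h at 37 °C with compound, 1 h detection | Controls: Clomiphene | Read-out: Luminescence rise reflecting yeast cell lysis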
# RAD54 branch = blocks human RAD54 Holliday junction branch migration; Q92698; FAM/BHQ fluorescence; inhibition, % at 10.4 µM; 360,000 compounds, 0.14% hits;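 active = mean normalized replicate activity at least 40 and at least half of replicates scoring 40 or more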;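 note: 0% = median of neutral control wells and 100% = median of positive control wells; inhibitors cause a drop in the FAM fluorescence signal; in these data hits start at about 50%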
# PglD DTNB = PglD (C. jejuni) enzyme inhibition; purified PglD enzyme, DTNB colorimetric CoA detection; inhibition, % at 12.5 µM; 360,000 compounds, 0.098% hits; AID 602405; in the data active = inhibition above about 16%, passing the limit was not always enough; note: strong numbers were not always called active
# RAD52 anneal inh = RAD52 (human) annealing inhibition; recombinant RAD52 DNA annealing, FRET fluorescence; 360,000 compounds, 0.46% hits; inhibition, % at 18.7 µM; P43351;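 active = every replicate showing at least 50% inhibition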
# Starred values were filed as active, the others as inactive; · = not tested or not shown; & = joins results of further samples; [ ] = another dose, or the depositor's remark. The list is partial (hit frequency here may not be typical).
# Sample of the layout (2 entries):
molecule	ERAP1 HTS inh	PGC1a acetyl inh	E-sel inducer	miR122 inh	Cneo AK release	RAD54 branch	PglD DTNB	RAD52 anneal inh
CC(C)CCn1c(=O)c(C(=O)Nc2ccccc2S(N)(=O)=O)c(O)c2ccccc21	·	3	·	4	1	2	3	·
Cc1ccc(C)c(C2(O)CC(C)N(C)CC2C)c1 (configuration not stated)	·	5	·	-2	-3	-10	-9	·

# The listing, previewed entries included:
molecule	ERAP1 HTS inh	PGC1a acetyl inh	E-sel inducer	miR122 inh	Cneo AK release	RAD54 branch	PglD DTNB	RAD52 anneal inh
CC(C)CCn1c(=O)c(C(=O)Nc2ccccc2S(N)(=O)=O)c(O)c2ccccc21	·	3	·	4	1	2	3	·
Cc1ccc(C)c(C2(O)CC(C)N(C)CC2C)c1 (configuration not stated)	·	5	·	-2	-3	-10	-9	·
CC(C)N1CCN(Cc2c[nH]c3ccccc23)CC1CCO (configuration not stated)	-2	-8	·	-3	1	7	0	-13
O=P1(N(CCCl)CCCl)NCCCO1 (configuration not stated)	0	4	-0.4	0	-2	-11	0	-4
COc1ccccc1-n1c(O)c(C=NCc2ccc3c(c2)OCO3)c(=O)[nH]c1=O	·	3	·	-4	-2	0	-6	·
CCN(CC)C(=O)c1ccc2c(c1)C1C=CCC1C(C(=O)O)N2 (configuration not stated)	4	17	·	-5	-1	-51	-1	-276
Cc1cccc(CSc2nc3c(cc2C#N)CN(C)CC3)c1	8	7	·	0	-1	16	5	-18
CCCCS(=O)(=O)N1CCN(C(=N)N[N+](=O)[O-])CC1	10	6	·	-2	·	·	·	-3
CC(C)CCNC(=O)c1c(N)n(CC2CCCO2)c2nc3ccccc3nc12 (configuration not stated)	·	-36	·	15	3	5	1	·
O=c1[nH]c(=O)n(Cc2ccccc2)c(O)c1C=NCCCO	·	11	·	1	0	-19	3	·
CCCCn1c(N)c(N(CCOC)C(=O)CN2CC=C(c3ccccc3)CC2)c(=O)[nH]c1=O	-1	-2	-0.2	2	·	·	·	-26
CN1CCN(CC(=O)Nc2ccc(Cl)cc2C(=O)c2ccccc2)CC1	·	12	·	0	2	-7	-7	·
C[C@]12CCC(=O)C[C@H]1CC[C@@H]1[C@@H]2CC[C@]2(C)C(=O)CC[C@@H]12	-2	-15	·	-2	-3	-13	0	-8
C[C@]12CCC3[C@@H](CCC4=CC(=O)CC[C@@]43CO)C1CCC2=O (some centres not stated)	3	-4	-0.1	2	-1	-7	9	-13
CN1CCC(O)(c2cccs2)C(C(=O)c2cccs2)C1 (configuration not stated)	1	·	·	·	0	-2	-6	-12
COc1ccc(CN2Cc3cnnn3-c3ccccc3C2c2ccccc2)cc1 (configuration not stated)	·	-14	0.1	29	2	-4	0	-1
Cc1nc2cc(C(F)(F)F)ccc2n1C1CCN(Cc2nnnn2Cc2cccs2)CC1	·	-7	·	-5	-1	10	14	·
COC(=O)C1=C(c2ccccc2OCc2ccccc2)C[C@@H]2CC[C@H]1N2C(=O)NCc1ccc(F)cc1	3	·	-0.2	·	0	13	-7	-14
CN1Cc2ccccc2-n2nncc2C1	2	9	-0.3	-1	5	-1	-5	-4
CC(C)C[C@H](NP(=O)(O)O[C@@H]1O[C@@H](C)[C@H](O)[C@@H](O)[C@H]1O)C(=O)N[C@@H](Cc1c[nH]c2ccccc12)C(=O)O	-1	9	-0.1	-3	-1	-5	0	-4
CCOc1cccc(C2NCc3ccccc3-n3cccc32)c1O (configuration not stated)	·	-8	·	7	1	-1	-4	·
Cc1cc(OCC(=O)NCc2ccc(S(N)(=O)=O)cc2)c2c3c(c(=O)oc2c1)CCC3	-2	4	0.1	0	-5	-1	-4	-5
CCc1ccc(OCCCN=C(C)c2c(O)n(C)c(=O)n(C)c2=O)cc1	·	10	-0.6	1	-10	0	4	·
CC(=O)Nc1cc(C(=O)N2CCC3(CC2)OCCO3)ccc1S(=O)(=O)c1ccc(Cl)cc1	·	5	·	-23	0	-3	-1	·
O=C(c1cc(-c2cccnc2)nc2ccc(Cl)cc12)N1CCC2(CC1)OCCO2	·	5	·	8	0	-2	0	·
CCCCN1CCC(O)(c2ccccc2)C(C(=O)c2ccccc2)C1 (configuration not stated)	·	2	·	1	-2	-5	6	·
N#Cc1ccccc1Cn1cc(C(=O)c2ccccc2F)c2ccccc21	·	-11	·	6	-1	-6	-4	·
Cc1ccc(OC(=O)N(C)C[C@@H]2OCc3cnnn3CCCC(=O)N([C@@H](C)CO)C[C@H]2C)cc1	-4&0&-3	-1&-1&5	-1.0&0.4	-1	8&-4&-12	0&3&1	5&2&-2	-6&1&2
C/C(=N\NC(=O)c1ccncc1)c1c(O)n(-c2ccccc2)c(=O)[nH]c1=O	5	15	1.0	-10	2	-2	-7	-2
CN1CCC(N(C)c2nc(-c3ccccc3)nc3ccccc23)CC1	-7	·	·	3	-11	67*	-4	48
Cn1c(O)c(C(=NCCc2c[nH]c3ccccc23)c2ccccc2)c(=O)n(C)c1=O	7	3	3.5	·	·	·	·	-11
COc1cccc(-c2ccc3n(c2=O)C[C@H]2[C@H](CO)[C@@H](C(=O)O)[C@@H]3N2C(=O)c2cnccn2)c1	-1	·	-0.1	-2[16.7 µM]	0	-25	4	-3
CC(C)n1cc(C(=O)N(CC(=O)NC2CCCC2)Cc2ccccc2)cn1	·	·	·	-4	0	-3	3	·
O=C(Cc1ccccc1)OCn1nnc2ccccc2c1=O	0	-1	·	·	-1	-1	-6	-7
c1ccc2oc(N3CCNCC3)nc2c1	·	-2	·	-19	1	-7	-1	·
Cc1cnc[nH]1	-7	14	·	-4	2	-19	5	-6
Cc1cc(C)[n+](CCCC[n+]2c(C)cc(C)cc2C)c(C)c1	0	-7	·	7	0	-5	-4	1
Cc1ccc(N2C(=O)NC(=O)/C(=C\c3cc(C)n(-c4cc(C(=O)O)cc(C(=O)O)c4)c3C)C2=O)cc1	4	7	0.0	8	7	6	-16	-74
CCCCP(=O)(O)c1ccccc1	·	-12	·	-5	0	0	-5	·
O=C(C1CC(=O)N(C2CCCCC2)C1)N1CCC2(CC1)OCCO2 (configuration not stated)	·	-7	·	-5	0	-3	-7	·
O=C(Cc1ccccn1)N1CCCCN2[C@H](CO)[C@@H](c3ccc(-c4ccc(F)cc4)cc3)[C@H]2C1	3	13	0.0	5[16.7 µM]	3	7	0	-15
O=c1[nH]c(=O)n(Cc2ccc(F)cc2)c(O)c1C=NCCCn1ccnc1	·	-9	·	-1	0	6	-3	·
CCOC(=O)c1c(/N=C/C2C(=O)NC(=S)NC2=O)sc2c1CCC2	·	2	·	-3	1	-43	-1	·
CCC(c1nnnn1-c1ccc2c(c1)OCCO2)N1CCC2(CC1)C(=O)NCN2c1ccccc1 (configuration not stated)	·	-13	-0.1	-3	-7	-16	-6	-13
CCC(=NCc1cc(OC)cc(OC)c1)c1c(O)n(C)c(=O)n(C)c1=O	·	11	·	-3	2	1	0	·
C[C@@H]1CN([C@H](C)CO)C(=O)CCCn2nncc2CO[C@@H]1CN(C)C(=O)Oc1cccc2ccccc12	-1&4&1	6&-6&-2	1.1	-6	-1&-2&18	-6&-1&1	0&4&3	-14&-5&18
CCN1CCOC(c2ccccc2)C1 (configuration not stated)	4	2	-0.3	-3	·	·	·	-6
CCOC(=O)c1c(C)n(Cc2ccccc2)c2ccc(OCC(O)CN3C(=O)CNC3=O)cc12 (configuration not stated)	-2	-5	·	-4	8	-6	-4	0
C=CCn1c(O)c(C(CC)=NCCCO)c(=O)[nH]c1=O	·	-7	·	4	-9	-17	4	·
COc1c(C)cc(C(=O)C2CCCN(C3CCOCC3)C2)cc1C (configuration not stated)	-2	-1	0.4	-3	0	-4	6	-2
C/C(CC(c1ccccc1)c1c(O)c2ccccc2oc1=O)=N\Nc1ccc([N+](=O)[O-])cc1[N+](=O)[O-] (configuration not stated)	-4	-10	·	14	0	-1	-8	-12
O=c1c2ccccc2nc(CN2CCCCCC2)n1-c1ccc(F)cc1	-3	9	·	1	0	0	16	-11
Cc1cc(OCC(=O)NCC2CCC(C(=O)O)CC2)c2c3c(c(=O)oc2c1)CCC3 (configuration not stated)	-1	7	·	3	0	-4	-1	6
COC(=O)[C@H]1[C@H](CO)[C@H]2Cn3c(ccc(-c4ccc(OC)cc4)c3=O)[C@@H]1N2C(=O)c1ccccc1F	0	·	0.1	5[16.7 µM]	-10	-4	-1	8
CC(C)NC(C)C(=O)c1ccc2ccccc2c1 (configuration not stated)	1	9	·	-1	1	-3	-10	-19
CCCCCCn1c(=O)c(C(=O)Nc2cccc(C)n2)c(O)c2ccccc21	·	2	·	7	5	5	-1	·
CC(=O)N1CCC2(CC1)CC(=O)c1cc(OCC(=O)N3CCN(C)CC3)ccc1O2	·	3	·	-2	3	3	2	·
COc1ccc(-n2c(/C=C3\C(=O)Nc4ccccc43)nc3ccccc3c2=O)cc1	0	9	·	-6	·	·	·	-4
Cc1cccc(S(=O)(=O)N2[C@@H]3Cn4c(ccc(-c5ccncc5)c4=O)[C@H]2[C@@H](C(=O)O)[C@@H]3CO)c1	13	·	0.2	-6[16.7 µM]	2	1	-1	-26
CC12CCC(O)CC1CCC1C2CCC2(C)C(C3=CC(=O)OC3)CCC12O (configuration not stated)	1	80*	-0.3	88	·	·	·	-17

# Going on with the list:
molecule	ERAP1 HTS inh	PGC1a acetyl inh	E-sel inducer	miR122 inh	Cneo AK release	RAD54 branch	PglD DTNB	RAD52 anneal inh
COc1ccc(-c2[nH]ncc2CNC(C)Cc2cccc(C)n2)cc1F (configuration not stated)	-2	8	0.0	-4	8	-9	-3	-17
O=C(CN1CCCCC1)c1ccc2c(c1)OCO2	3	15	0.6	3	-5	6	4	-3
C[N+](C)(C)CCc1ccc(O)cc1	3	0	·	4	-2	6	1	-5
C#C[C@@]1(O)CCC2C3CCC4=C/C(=N/OCC(=O)NC(C(=O)NC(CC(C)C)C(=O)O)C(C)C)CC[C@]4(C)C3CC[C@@]21C (some centres not stated)	3	7	·	-5	10	-1	-5	-20
COC(=O)[C@@H]1[C@@H](CO)[C@@H]2Cn3c(ccc(-c4cccc(OC)c4)c3=O)[C@H]1N2C(=O)c1cnccn1	4	-3	-0.1	-4[16.7 µM]	0	11	-2	-5
CCCCn1c(=O)c(C(=O)Nc2ccccc2Cl)c(O)c2ccccc21	-4	·	·	·	1	8	6	-2
Fc1ccc(N2CCN(Cc3cc4c(cc3Br)OCO4)CC2)cc1	-2	1	·	0	1	2	-2	-2
Nc1c(C(=O)NCCN2CCOCC2)c2nc3ccccc3nc2n1Cc1ccccc1	-27	-14	0.3	-3	-11	2	-7	-19
CN1C(=O)C(=Cc2ccc(Sc3ccccc3)o2)C(=O)N(C)C1=S	9	6	0.4	1	-5	-10	0	-254
CCOc1ccc(Cl)cc1CNCCc1ccc(F)cc1	-3	-2	·	2	·	·	·	5
O=C(c1cc2cc(F)ccc2[nH]1)N1CCC2(CC1)OCCO2	2	5	·	6	-1	-4	-1	8
CCC1(c2ccccc2)C(=O)N(C)C(=O)N(C)C1=O	·	-9	·	-5	-1	2	6	·
O=C(NC1CC2CCCC(C1)N2)c1ccccc1 (configuration not stated)	-2	11	-0.3	4	0	-12	-5	-19
c1ccc(N2[C@@H]3CC[C@H]2c2ccccc2C3)cc1	-6	10	1.8	1	1	2	-6	2
